# Source: PubChem BioAssay
# AID1053144: Wnt/beta-catenin signaling activators, dose response, cell-based, iPS-derived NPC, luciferase, Wnt3a, cherry-pick (AID 1053144); NPC TCF/LEF luciferase reporter, Wnt3a EC25, 24 h; 3,400 tested, 4.8% active; AC30 in µM for hits, for the others activation, % at the top dose, mostly 26 µM;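 active means fitted curve reaches 30% activation at a concentration no higher than the top valid tested dose, luminescence rising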;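 further: wnt3a stimulus is conditioned medium from Wnt3a-transfected mouse L cells at 5% in well; 0% = neutral control wells and 100% = CHIR-99021 positive control wells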
# * hit, by the source's call; [ ] = another dose, or the depositor's remark.
AID1053144	SMILES
-1%	CC(=O)Nc1cc(-c2ccc(N3CCN(C)CC3)cc2)cn2c(-c3ccccc3)cnc12
18%	CCC(=O)Nc1cc(C(=O)OCC(=O)c2ccccc2)ccc1C
4%	O=C(COC(=O)CC1CCCC1)Nc1cc2c(cc1Cl)C(=O)c1ccccc1C2=O
13%	COC(=O)c1c(-c2ccc(OC)cc2)sc2cc3c(cc12)OCO3
3%	COc1cccc(-c2cc(C(=O)N3CCCCCC3)no2)c1
15%	CC1=Nc2ccccc2N=C(N)C1c1ccccc1 (centres undefined)
13%	Cc1csc2nc(CSc3nc4ccccc4o3)cn12
7%	Fc1ccccc1-c1nc2ccccc2[nH]1
9%	COc1ccc(-c2nc3nc(C)cc(C)n3n2)cc1
11%	COc1ccc(NC(=O)c2cc(C)n(Cc3cccs3)c2C)cc1
12%	O=C(Nc1nc(=O)c2ccccc2s1)c1ccccc1
11%	COc1ccc(CN2C(=O)C(C)S/C2=N/N=C/c2ccco2)cc1 (centres undefined)
-1%	COc1ccc(CN2C(=O)c3cccc4cccc(c34)C2=O)cc1
5%	O=C(Nc1nc2ccc([N+](=O)[O-])cc2s1)c1ccco1
1%	CC(Sc1nncn1C)C(=O)Nc1ccc(N2CCCCC2)cc1 (centres undefined)
9%	Cc1ccc(NC(=O)c2cc(-c3cccs3)on2)cc1C
6%	Fc1ccc(SCCc2ccccn2)cc1
7%	Cc1ccc2c(c1)COc1c3ccc(C(=O)N[C@@H](CO)C(C)C)cc3nn1-2
7%	CCCC(=O)OCC(=O)Nc1ccc(N=Nc2ccccc2)cc1
5%	COc1ccc(NC(=O)Nc2ccc(N(C)C)cc2)cc1
8%	Cc1cc(O)c(C(=O)/C=C/c2ccc(C(C)C)cc2)c(=O)o1
12%	Nc1nc(CSc2ccccn2)nc(Nc2ccccc2)n1
9%	Cc1cc(C)nc(NC(=O)/C=C/c2ccc3c(c2)OCO3)c1
6%	COc1cc(C#Cc2ccc3cc(CCO)oc(=O)c3c2)cc(OC)c1
2%	CCc1nnc(NC(=O)CSc2ncnc3c2cnn3-c2ccc(OC)cc2)s1
4%	Clc1ccc(-c2nnc(N3CCCC3)nn2)cc1
10%	O=C(C=NNc1ccccc1)c1ccccc1
9%	CCOc1ccc2nc(SCC(=O)c3cccs3)sc2c1
5%	Cc1ccc(/C=N/NC(=O)c2ccco2)cc1
3%	O=C(C1=C(O)C(=O)N(c2nc3ccc(Cl)cc3s2)C1c1ccco1)c1ccco1 (centres undefined)
3%	CC(=O)c1ccc(Nc2ccc(-c3ccccc3F)nn2)cc1
19%	COc1cc(C=O)ccc1OCc1cccc(Br)c1
9%	CCOC(=O)N1CCN(C(=O)c2ccc3oc(CCCc4ccccc4)nc3c2)CC1
7%	O=C(Cn1cnc2c(oc3ccccc32)c1=O)c1ccccc1
-1%	C=CCc1cccc2cc(C(=O)Nc3ccc(NC(C)=O)cc3)c(=O)oc12
11%	COC(=O)c1sc2nc3c(cc2c1N)CCCC3
12%	Cc1ccc(N=Nc2c(N)nn(-c3ccccc3)c2N)cc1
6%	COC(=O)c1sc(-c2ccc(C(C)(C)C)cc2)cc1NC(=O)c1ccccc1C(=O)O
13%	N/C(=N\OC(=O)c1ccco1)c1cccc(Br)c1
18%	CCOC(=O)c1c(C)[nH]c(N=Nc2ccc(OC)cc2)c1C
6%	Cc1ccc(CN2CCN(C3CCCC3)C(CCO)C2)s1 (centres undefined)
18%	COCc1nc(-c2ccc(-c3ccc(C)cc3)nc2OC)no1
20%	CCCC(=O)Nc1sc(C(=O)Nc2cccc(N)c2)c(C)c1C(=O)OC
6%	COc1ccc2cc(-c3ccsc3)ncc2c1
-1%	CC1CN(Cc2ccccc2)c2nc3c(c(=O)[nH]c(=O)n3C)n2C1 (centres undefined)
5%	Cc1ccc(CONC(=O)c2ccc(Cl)cc2)cc1
-1%	Oc1c(C(Nc2ccccn2)c2ccccn2)ccc2cccnc12 (centres undefined)
11%	CC(=O)Cn1cnc2sc(-c3ccccc3)cc2c1=O
0%	O=C(CNC(=O)c1ccccc1)OCC(=O)N1N=C(c2ccc(Cl)cc2)CC1c1ccco1 (centres undefined)
6%	COc1cccc(CNC(=O)C(Cc2ccccc2)n2cccc2)c1 (centres undefined)
21%	Cc1nn(-c2ccccc2)c(C)c1/C=N/Nc1nc2ccccc2[nH]1
2%	COc1ccc(-c2ccc3sc4ccccc4c(=O)c3c2)cn1
18%	O=C(Nc1nc(-c2ccc(Cl)cc2)cs1)C1CCCO1 (centres undefined)
10%	Cn1c(O)c(C=Nc2ccc(Br)cc2)sc1=O
0%	CC(C)CNC(=O)CSc1nc2nn(-c3ccccc3)c(=O)c-2c2n1CCCCC2
10%	Cc1cc(N2CCOCC2)nc2cc(O)ccc12

# Carrying on:
AID1053144	SMILES
8%	COc1cc(OC)cc(-c2cc3ccc(F)cc3cn2)c1
12%	Cc1ccc2nc(SCC(=O)c3ccc(O)cc3O)[nH]c2c1
3%	Cc1ccc2oc(C(=O)Nc3cc(C)on3)c(C)c2c1
13%	O=C(CC(=O)c1ccccc1)Nc1ccccc1
14%	c1ccc(-c2nc3c4ccccc4ccn3c2CN2CCOCC2)cc1
-5%	CC(=O)C1=C(c2cccc([N+](=O)[O-])c2)N(C(C)=O)n2c(C)nnc2S1
7%	Cn1c(-c2ccc(F)cc2)cc2onc(-c3ccccc3Cl)c2c1=O
18%	Oc1ccc(-c2nc3ccccc3s2)c(O)c1
9%	O=C(Cc1ccccc1)Nc1nc(-c2cccs2)cs1
3%	c1ccc(N=Nc2ccc(C3=NCCO3)cc2)cc1
11µM*	COc1ccc(CCNC(=O)c2cc(-c3ccco3)on2)cc1OC
-3%	Cc1ccc(Cc2c(-c3cccc(Cl)c3)nc3ccc(Br)cn23)cc1
9%	O=C(O)c1cccc(NC(=O)c2ccc(Cl)c(S(=O)(=O)N3CCCCCC3)c2)c1
7%	Cc1ccc2cc(CCNC(=O)c3ccco3)c(=O)[nH]c2c1C
10%	Nc1ccc(-c2nc3ccccc3[nH]2)cc1
2%	N#Cc1ccccc1NC(=O)CSC1=Nc2ccccc2C2CC=NN12 (centres undefined)
0%	CCN1CCN(Cc2c3ccccc3cc3ccccc23)CC1
15µM*	COc1ccc(-c2ccc(SCC(=O)Nc3cc(C)on3)nn2)cc1OC
8.2µM*	O=C(c1ccccc1)c1ccc2nc(-c3ccco3)c(-c3ccco3)nc2c1
13%	O=C(Nc1ccc2c(c1)CCC2)Nc1ccc2c(c1)OCO2
3%	O=C(NC(=O)c1ccccc1)C1=C(N2CCCC2)COC1=O
6%	O=C(O)CN1C(=O)/C(=C/C=C/c2ccccc2)SC1=S
17%	COc1cccc2oc3cc(C#Cc4ccccn4)ccc3c(=O)c12
10%	Cc1nn(C)cc1/C=C/C(=O)c1cccs1

# Part of the list above, with tabs:
structure	AID1053144
Cc1cc(N2CCOCC2)nc2cc(O)ccc12	10%
O=C(Nc1nc2ccc([N+](=O)[O-])cc2s1)c1ccco1	5%
Cc1nn(-c2ccccc2)c(C)c1/C=N/Nc1nc2ccccc2[nH]1	21%
COc1ccc2cc(-c3ccsc3)ncc2c1	6%
CCCC(=O)Nc1sc(C(=O)Nc2cccc(N)c2)c(C)c1C(=O)OC	20%
O=C(CC(=O)c1ccccc1)Nc1ccccc1	13%
COc1ccc(CN2C(=O)c3cccc4cccc(c34)C2=O)cc1	-1%
O=C(Nc1nc(=O)c2ccccc2s1)c1ccccc1	12%
COc1cc(C#Cc2ccc3cc(CCO)oc(=O)c3c2)cc(OC)c1	6%
COc1ccc(CN2C(=O)C(C)S/C2=N/N=C/c2ccco2)cc1 (centres undefined)	11%
COCc1nc(-c2ccc(-c3ccc(C)cc3)nc2OC)no1	18%
Cc1ccc2c(c1)COc1c3ccc(C(=O)N[C@@H](CO)C(C)C)cc3nn1-2	7%
O=C(Cn1cnc2c(oc3ccccc32)c1=O)c1ccccc1	7%
Nc1nc(CSc2ccccn2)nc(Nc2ccccc2)n1	12%

# Remaining list, next part:
AID1053144	SMILES
13%	Cc1c(C(=O)N2CCCc3ccccc32)sc2nc(-c3ccccc3)cn12
-1%	COC(=O)c1ccc(/C=N/N2CCN(Cc3ccc(Cl)cc3)CC2)cc1
6%	CCOc1ccc2nc(N3C(=O)CNC3=S)sc2c1
19%	O=C(Nc1ccc(NC(=O)c2cccs2)cc1Cl)c1ccco1
8.7µM*	Cc1csc(=NC(=O)c2ccccc2)n1C
6%	Cn1cccc1C(=O)OCC(=O)c1cc2ccccc2o1
17%	COc1cccc(NC(=O)c2cccc(C)c2[N+](=O)[O-])c1
8%	CC(C)(C)c1ccc(OCc2nc(-c3ccccn3)no2)c(Br)c1
11%	CC(C)CC(=O)N/C(N)=N/c1nc2ccccc2o1
12%	Cc1ccc(/C(=N/Nc2ncnc3ccccc23)C(=O)O)cc1
8%	Clc1ccccc1CSc1nc2ccncc2[nH]1
16%	Fc1ccccc1-c1cc2ccccc2cn1
13%	O=C(CCSCc1ccccc1F)NCCc1ccccc1
7%	CCCCN(CC)C(=O)c1cc2cc3ccc(OC)cc3nc2o1
1%	COC(=O)[C@H](CCSC)NC(=O)c1cccnc1SC
5%	CCCc1noc(-c2ccc(-c3ccccc3)cc2)n1
5%	Fc1ccc(CNCc2ccccc2Cl)cc1
7%	O=C(CNC(=O)c1ccccc1)OC1CCCCC1
18%	COc1ccc2sc(NCc3ccccc3)nc2c1
23%	CCCC(=O)N1CCC1(C)C(=O)Nc1cc(-c2ccccc2)nn1C (centres undefined)
16%	CCc1cc(C(=O)c2ccc(OC)cc2)c(N)s1
10%	O=C(Nc1nnc(-c2ccc3c(c2)OCCO3)o1)C1CCCCC1
17%	O=C(CC(c1ccccc1O)N1CCCCC1)N1CCCCC1 (centres undefined)
8%	Cc1ccc(NC(=O)c2ccc3ccccc3n2)nc1
12µM*	COc1ccc(C(=O)COC(=O)c2sccc2C)cc1OC
11%	COc1ccc(NC(=O)C2C(c3ccc4c(c3)OCO4)=Nc3ccccc3N2C(C)=O)cc1 (centres undefined)
9%	O=C(Nc1cccnc1)c1ccc(Oc2ccccc2)cc1
9%	CC(C)(C)NC(=O)Nc1ccc(Br)cc1
16%	O=C1c2ccccc2NC(c2ccc(-c3ccccc3F)o2)N1O (centres undefined)
3.5µM*	O=C(Nc1ccccc1O)c1ccc(NS(=O)(=O)c2cccc3cccnc23)cc1
0%	Cc1cc(C)cc(N(CC(=O)Nc2ccc(-c3nc4ccc(C)cc4s3)cc2)S(C)(=O)=O)c1
16µM*	O=C(NCC1CCCO1)c1cc(-c2ccc(F)cc2)no1 (centres undefined)
7%	COc1cc(/C=C/c2nc3ccccc3c(=O)[nH]2)ccc1OC(F)F
-4%	CN(C)CCCNc1cc(C(C)(C)C)nc2c(-c3ccccc3)cnn12
13%	Clc1ccc(-n2nnc(-c3nccs3)n2)cc1Cl
9%	O=C(c1ccc(F)cc1)c1ccc(N2CCCCC2)cc1
10%	O=C(OCc1ccccc1)c1cccc(-c2nnn(Cc3ccccc3)n2)c1
6%	COc1cccc(/C=N/NC(=O)c2ccoc2C)c1
3%	CCOC(=O)c1sc(=NC(=O)c2ccccc2Br)n(C)c1C
9%	COc1ccccc1CNS(=O)(=O)c1cc(C(=O)N(C)Cc2cccnc2)c(Cl)cc1Cl
18%	COc1ccccc1C(=O)N(C)c1nnc(-c2ccccc2)s1
-4%	CCCCNc1c(-c2ccc(-c3cccc(Cl)c3)cc2)nc2ccccn12
11%	Cc1ccc(C(=O)COC(=O)c2cccs2)cc1
10%	COc1ncccc1-c1nnn(-c2ccc(Cl)c(Cl)c2)n1
7%	CN(C)CCCNc1ncnc2scc(-c3ccccc3)c12
12µM*	CCOC(=O)C1=C(COC(=O)c2cccc(N(C)C)c2)NC(=O)NC1C (centres undefined)
6%	O=C(O)c1cccnc1SCCc1ccccc1
11%	NC(=O)C(=O)N/N=C1\CCc2ccccc21
1%	COc1ccc(C(=O)Nc2cccc3c2CCCC3)c(OC)c1
-1%	O=C(/C=C(\Nc1ccccc1)c1ccccc1)c1ccccc1
0%	O=C1c2ccccc2NC(c2ccc(-c3ccc(F)cc3)o2)N1O (centres undefined)
12%	N/C(CS(=O)(=O)c1ccccn1)=N\OC(=O)c1ccccc1Cl
10%	Nc1ccccc1-c1nc2ccccc2[nH]1
10%	O=C(CSc1ccccn1)c1ccc2c(c1)OCO2
8%	C1=C(c2cc3ccccc3cn2)CCCC1
9%	Cc1ccc(OC(=O)c2cccc(S(=O)(=O)N3CCCC3)c2)c(-n2nc3ccccc3n2)c1

# (list continues)
AID1053144	SMILES
7%	Cn1c2ccccc2c(=O)c2ccc(-c3ccc4c(c3)OCO4)cc21
12%	O=C(CSc1nc2ccccc2[nH]1)c1cccs1
18%	O=C(Nc1ccc2c(c1)CCC2)c1ccc(Br)o1
9%	Cc1ccc(NC(=O)c2noc3c2CCc2ccccc2-3)cc1
6%	Cc1ccccc1-c1nc2cc(Cl)ccc2o1
13%	CCc1ccc(C(=O)CN2CCSC2=N)cc1
20%	O=C(Nc1ccc2c(c1)Cc1ccccc1-2)c1ccco1
6%	COc1ccc(-c2nnc(SCC(C)C)o2)cc1
12%	Cn1cnc2nc[nH]c2c1=S
-1%	O=C(c1cccs1)N1CCN=C1SCc1ccc(F)cc1
16%	NS(=O)(=O)c1ccc2nc(NC(=O)Nc3ccccc3F)sc2c1
6.7µM*	Cc1cccc(NC(=O)c2c(O)c3ccccc3[nH]c2=O)c1
12µM*	COc1ccc2c(c1)c(/C=N/Nc1nc3ccccc3[nH]1)c(C)n2C
11%	O=C(c1cc2c(ccc3ccccc32)o1)N1CCCCC1
5%	CCN(CC)c1cc(C)c(C#N)c2nc3ccccc3n12
13%	O=C(Nc1nccs1)C(=O)c1c[nH]c2ccccc12
-1%	Cc1ccc(C(=O)/C=C/Nc2ccccc2C(N)=O)cc1
9%	COC(=O)c1ccc(Nc2cc(C)nc3ccccc23)cc1
11%	CN(CC(=O)Nc1ccccc1Br)C(=O)c1cc2c(s1)CCCCC2
19%[12 µM]	Cc1ccc(C(=O)/C=C/c2ccccc2[N+](=O)[O-])cc1
12%	O=C(Nc1ccc(F)cc1)N1CCc2ccccc2C1

# This is a subset; the hit share may differ from the screen's.
